# From PubChem
# OXTR potentiate – human OXTR potentiation; 0.061% of 320,000 active; activation, % at 3 µM; P30559; CHO-OTR cells, Fluo-8 calcium fluorescence, potentiator mode; 0% = oxytocin EC15, 100% = EC100;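 active = activation above that plate's cutoff, the mean activation of tested compounds plus 3 SD, cut at about 6.6% in these data, passing the limit was not always enough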;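 note: 100% uses oxytocin at 75 nM as the full agonist control; some results filed as inactive read as strong as hits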
#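 Measured by – Fluo-8 calcium dye fluorescence · Test system – human OTR in CHO cells · Dosing – one concentration, 3.0 µM compound · Controls – EC15 oxytocin alone as 0%, 75 nM oxytocin as 100% · Evaluation – normalized max/min fluorescence ratio, % activation · Timing – 6 min pre-incubation, 100 s read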
# TAAR1 antag – antagonists of human TAAR1 | Q96RJ0 | CHO RD-HGA16 TAAR1, Fluo-8 calcium fluorescence, antagonist | inhibition, % at 3 µM | 1.5% of 360,000 active | AID 624466;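 active = inhibition above a per-plate cutoff, the mean inhibition of test compounds on that plate plus 3 SD, cut at about 49% in these data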;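 note: 0% = DMSO plus EC80 beta-PEA response and 100% = DMSO alone without agonist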
# Target sequence (Q96RJ0 whole entry, looked up): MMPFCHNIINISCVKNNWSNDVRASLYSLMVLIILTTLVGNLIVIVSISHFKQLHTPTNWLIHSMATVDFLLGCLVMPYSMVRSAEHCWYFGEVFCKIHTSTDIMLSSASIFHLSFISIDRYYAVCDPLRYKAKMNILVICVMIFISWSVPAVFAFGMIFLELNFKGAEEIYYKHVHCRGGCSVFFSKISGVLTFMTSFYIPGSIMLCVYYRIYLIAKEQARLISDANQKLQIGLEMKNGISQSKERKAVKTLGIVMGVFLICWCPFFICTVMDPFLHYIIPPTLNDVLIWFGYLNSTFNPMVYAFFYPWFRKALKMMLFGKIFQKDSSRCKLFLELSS
#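 System: RD-HGA16 CHO cells with stable hTAAR1 and Gα16 | Probe or stimulus: EC80 β-phenethylamine stimulus | Dosing: 3 µM, single point | Times: Dye loading 75 min at 37 °C, then 30 min room temperature | Measured by: Fluo-8 calcium-sensitive fluorescence | Read-out basis: % inhibition of agonist calcium response | Replicates: n of 1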
# CHO-K1 Ca PAM – M1 PAM counterscreen hit in parental CHO-K1 cells | 0.02% of 360,000 active | AID 602247 | activation, % at 3 µM | ATP EC20, Fluo-8 calcium fluorescence; 0% at ATP EC20, 100% at ATP max;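 active = activation above the run cutoff, the mean activation of all test compounds plus 3 SD, cut at about 40% in these data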;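 note: peak over basal fluorescence ratio in a 140 s read after ATP addition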
# M1 ag – human M1 muscarinic receptor agonism; CHO-K1 hM1, Fluo-8 calcium fluorescence, agonist mode; 0% DMSO, 100% acetylcholine EC100; P11229; activation, % at 3 µM; 0.33% of 360,000 active;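 active = activation above the run's mean compound activation plus 3 SD, cut at about 16% in these data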;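 note: peak over basal fluorescence ratio within a 140 s kinetic read after compound addition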
# CHO-K1 Ca antag – counter-screen for M1 antagonists: effect in parental CHO-K1 cells; ATP-induced calcium, Fluo-8 fluorescence; inhibition, % at 3 µM; 0.6% of 360,000 active; AID 602250;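 active = inhibition above a per-plate cutoff, the plate's mean sample inhibition plus 3 SD, cut at about 24% in these data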;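 note: 0% = DMSO plus EC80 ATP and 100% = DMSO alone without ATP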
# CHO-K1 Ca ag – counter-screen for M1 agonists: effect in parental CHO-K1 cells; Fluo-8 calcium fluorescence; scaled to maximal ATP response, vehicle zero; activation, % at 3 µM; 0.48% of 360,000 active; in the data active = activation above about 15%;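 note: untransfected CHO-K1 host cells lacking M1 receptor as counterscreen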
# TAAR1 agonist – agonists of human TAAR1. Q96RJ0. CHO RD-HGA16 TAAR1, Fluo-8 calcium fluorescence; vehicle wells 0%, saturating PEA agonist 100%. activation, % at 3 µM. 0.99% of 360,000 active. AID 624467;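 active = activation above the mean activation of all test compounds in the run plus 3 SD, cut at about 38% in these data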
#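 Signal – calcium-sensitive Fluo-8 signal, excitation 470-495, emission 515-575 nm · System – RD-HGA16 (CHO) cells co-expressing Gα16 and hTAAR1 · Incubation – 17-24 h seeding, 75 min 37 °C dye, 30 min RT · Compound dosing – 3 µM single concentration · Repeats – no replicates (n 1)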
# CHO parental Ca – signal in parental CHO cells, OX1R antagonist counter-screen; inhibition, % at 5.6 µM; parental CHO-K1, ATP-induced calcium, Fluo-8 fluorescence; AID 463079; 0.63% of 330,000 active;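 active = inhibition above that plate's mean sample inhibition plus 3 SD, cut at about 26% in these data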;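 note: 0% = ATP-challenged DMSO wells and 100% = DMSO wells without ATP; some compounds past the cut are filed as inactive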
#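 Material: parental CHO cells / Compound: single nominal dose of 5.6 µM per compound / Signal: Fluo-8 fluorescence / Replicates: singlicate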
# V1aR counter – V1a receptor agonism, counter-screen for OXTR agonists; AID 2797; activation, % at 3 µM; CHO-V1R cells, Fluo-8 calcium fluorescence, agonist mode; 0% DMSO, 100% 3 nM vasopressin; 0.25% of 320,000 active;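 active = activation above the mean activation of all tested compounds plus 3 SD, per screening run, cut at about 20% in these data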;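 note: signal is peak over basal fluorescence ratio across a 100 second FLIPR read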
# Target sequence (P37288 whole entry, looked up): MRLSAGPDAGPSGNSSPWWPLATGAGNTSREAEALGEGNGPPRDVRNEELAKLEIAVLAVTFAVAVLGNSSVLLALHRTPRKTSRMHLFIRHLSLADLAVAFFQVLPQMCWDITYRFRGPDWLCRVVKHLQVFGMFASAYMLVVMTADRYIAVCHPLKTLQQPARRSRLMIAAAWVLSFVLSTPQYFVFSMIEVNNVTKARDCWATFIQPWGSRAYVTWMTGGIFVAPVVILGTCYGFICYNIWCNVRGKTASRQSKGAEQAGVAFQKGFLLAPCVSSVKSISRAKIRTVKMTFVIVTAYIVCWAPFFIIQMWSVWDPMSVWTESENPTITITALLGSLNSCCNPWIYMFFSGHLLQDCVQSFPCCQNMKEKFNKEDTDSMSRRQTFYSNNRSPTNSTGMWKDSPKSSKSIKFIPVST
# Numbers without * were called inactive; x = no result given. Compounds were not picked by outcome; 3.3% or so of the library scored in one or more.
SMILES,OXTR potentiate,TAAR1 antag,CHO-K1 Ca PAM,M1 ag,CHO-K1 Ca antag,CHO-K1 Ca ag,TAAR1 agonist,CHO parental Ca,V1aR counter
CN1C(=O)CC(c2ccccc2)C1=O (stereo unspecified),-1.3,2.9,1.9,2.0,2.8,-0.5,1.2,-0.9,-0.1
Cc1cc(C)c(C#N)c(SC(F)F)n1,1.6,3.5,0.7,-0.7,3.1,0.0,3.2,0.3,0.1
CCOc1ccc(CN(C)C(=O)c2cccnc2SC)cc1OC,-4.2,-18.1,13.1,4.8,-8.9,2.3,1.8,-12.2,5.0
O=[N+]([O-])c1cccc(NC(=S)Nc2nc(-c3ccc(Cl)cc3Cl)cs2)c1,-5.5,-9.3,x,x,x,x,6.0,17.9,2.7
CC(C)CC(=O)N1CCN(Cc2ccc3ccccc3c2)CC1,-6.9,12.2,10.5,-3.2,-9.0,4.4,2.4,-1.4,4.6
CC(C)CNC(=O)c1c(F)c(F)c(F)c(F)c1F,3.4,9.9,15.9,-6.4,0.5,-0.3,3.2,-3.0,0.5
COc1ccc(C(=O)Nc2nncs2)cc1S(=O)(=O)N1CC(c2ccccc2)CC1=O (stereo unspecified),4.2,-9.6,-8.0,0.8,8.1,0.8,2.5,-9.1,2.0
COC(=O)c1sc2ccccc2c1NC(=O)c1ccc(S(=O)(=O)N2CCCCC2)cc1,-9.2,8.2,9.7,-7.1,-8.0,0.3,-1.0,-5.0,-0.1
Cc1cc(C)n(C(=O)C(C)N2C(=O)c3ccccc3C2=O)n1 (stereo unspecified),-5.2,5.0,13.9,-5.0,-1.9,-0.3,3.2,-6.5,-1.4
COc1ccc(Nc2ncccc2C(=O)NCc2ccccc2)cc1,0.9,-0.3,17.2,-4.2,-8.2,1.0,14.0,-10.0,2.1
Cc1ccc(S(=O)(=O)c2ccc(Cl)cc2)cc1S(=O)(=O)N1CCOCC1,-6.0,6.3,15.9,1.4,-9.0,2.6,8.5,-14.1,6.7
c1ccc(CNc2ncnc3c2cnn3-c2ccccc2)cc1,-2.0,3.4,-5.6,-5.0,5.5,-0.3,2.8,-5.4,-1.0
O=C(Nc1ccccc1N1CCCC1)c1ccccc1F,4.3,-4.2,6.7,-6.8,-0.9,-0.7,14.3,-20.4,-1.3
Nc1nc(SCc2ccccc2)c2ncn(CCO)c2n1,x,-12.9,-15.5,-1.3,11.9,-0.2,7.9,x,x
CCOC(=O)c1c(/N=C/C2C(=O)CC(C)(C)CC2=O)sc2c1CCCC2,-8.7,6.0,5.5,-11.3,5.3,0.3,-1.3,-17.9,-0.8
CNC(=O)Cn1nc(-c2ccc(Cl)cc2)c2ccccc2c1=O,-9.9,x,13.8,-0.3,-8.0,0.3,x,-4.6,0.6
O=C(C[N+]1(CC#Cc2ccccc2)CCOCC1)c1ccccc1,2.7,-4.0,22.8,-16.0,-17.0,1.0,8.2,-5.3,-0.5
O=C(NNC(=S)NC(=O)c1ccccc1[N+](=O)[O-])c1ccccc1,-2.2,3.7,-4.8,-3.8,10.5,-0.4,8.7,-5.6,-0.4
Cc1ccc(-c2nc(C(=O)NCCCN(C)C)cc3c2[nH]c2ccccc23)cc1,-7.8,-13.0,15.5,-7.7,-12.1,1.5,-1.1,-1.1,0.2
CCCCn1c(SCC(=O)c2cc(OC)ccc2OC)nc2cc(S(N)(=O)=O)ccc21,-2.7,-1.8,3.7,-2.8,0.0,0.1,4.0,-16.7,2.3
Cc1cccc(C)c1NC(=O)C(c1ccccc1)N1CCN(C/C=C/c2ccccc2)CC1 (stereo unspecified),x,-1.1,25.2,0.0,-24.2,3.0,9.1,x,x
N#C/C(=C(/O)COc1ccccc1)c1nnc2n1CCCCC2,-4.4,-7.2,19.0,-4.0,-11.8,0.9,1.6,-7.1,-0.1
Cn1cnnc1SCC(=O)Nc1c(F)cc(F)cc1Br,4.7,-1.5,-5.5,-1.7,6.3,-0.3,0.6,-2.2,-0.2
CC1(C)CC(Cc2ccc(C(=O)c3ccccc3)cc2)N(C(=O)OC(C)(C)C)N1 (stereo unspecified),x,-27.3,9.3,-1.2,-5.1,2.5,1.7,x,x
CC(C)(C)c1ccccc1OCCOCCNCc1ccccc1,-9.4,13.1,-8.4,-4.1,11.2,1.7,28.2,-17.5,2.5
# (list continues)
SMILES,OXTR potentiate,TAAR1 antag,CHO-K1 Ca PAM,M1 ag,CHO-K1 Ca antag,CHO-K1 Ca ag,TAAR1 agonist,CHO parental Ca,V1aR counter
COc1ccc(C2C3=C(CCCC3=O)Nc3nc(SCc4ccc(C(=O)O)cc4)nn32)cc1OC (stereo unspecified),-4.7,-4.5,9.3,-1.4,7.8,1.0,5.5,-3.7,0.9
CN(C)c1ccc2nsnc2c1[N+](=O)[O-],-3.5,-25.6,16.4,-4.0,-7.9,0.3,2.7,-0.9,0.1
O=C(c1cccc(Br)c1)c1cn(-c2ccccc2)nc1C(=O)c1ccccc1,-0.7,19.5,11.9,-5.2,-4.2,-0.2,3.4,-2.6,1.5
Cc1ncc(CO)c(/C=N/NC(=S)Nc2ccc(F)cc2)c1O,-0.4,-14.9,22.2,-6.1,-4.6,6.7,4.8,-7.2,0.9
Cc1ccc(NC(=O)c2cc(S(=O)(=O)NCCC3=CCCCC3)ccc2F)cc1,-16.6,-16.8,16.5,-6.7,-15.2,0.6,4.2,-24.1,1.2
C/C(=N\NC(=O)Cc1c(F)cccc1Cl)c1cccnc1,x,-39.3,20.5,-2.4,-2.9,0.2,3.7,x,x
O=C(O)/C=C/C(=O)Nc1nc(-c2ccc3ccccc3c2)cs1,0.2,11.8,15.7,5.7,1.7,14.8,8.3,-3.3,-0.9
O=C(CSCc1c(F)cccc1Cl)NCC1CCCO1 (stereo unspecified),-7.3,3.4,-0.1,-1.4,-5.8,0.6,5.3,3.9,0.3
Cc1ccnc(NC(=O)Cc2ccc(-c3ccccc3)cc2)c1,-8.9,-25.6,7.3,2.5,-12.7,0.3,0.2,-21.1,-0.4
COc1ccc(S(=O)(=O)NCCc2ccncc2)cc1,-6.5,8.5,8.5,-4.5,-9.2,1.0,-1.8,-0.7,0.1
C=CCn1c(C)cc(C(=O)CSc2nnc3c(Cl)cc(Cl)cn23)c1C,-0.8,-4.4,0.1,-3.7,11.3,-0.2,14.7,-7.3,-0.2
O=C(CCN1C(=O)c2ccccc2C1=O)NCc1ccccc1,0.9,-13.3,-17.3,-2.1,3.7,-0.3,0.9,7.3,-0.6
Cc1cc(N2CCC(C(=O)NC3CC3)CC2)nc(-c2ccccc2)n1,-8.1,0.4,8.7,-2.2,2.7,0.3,3.7,-15.5,0.7
Fc1cccc(C2NC(=S)NC3=C2N2CCC3CC2)c1 (stereo unspecified),2.0,2.9,-5.5,-1.5,5.4,-0.3,0.9,-6.4,-0.3
COC(=O)c1cccc(NC(=O)c2ccc[n+]([O-])c2)c1,-8.2,-17.1,-8.9,1.6,1.4,0.0,-0.3,-4.7,-0.9
CCOc1ccc(OCCC(=O)N(CC)CC(=O)Nc2ccccc2C(F)(F)F)cc1,2.5,-10.7,-6.0,-1.6,11.7,0.5,0.8,-17.6,1.1
Cc1ccc(C(=O)c2c(NC(=O)c3cccnc3)sc3c2CCCC3)cc1,0.5,-17.6,16.1,-4.3,-4.6,0.4,22.6,-28.6,-0.1
O=C(c1ccco1)N1CCN(S(=O)(=O)c2ccc(Br)s2)CC1,-5.3,10.0,-6.9,-8.5,-13.5,0.6,8.3,-15.2,0.6
COc1ccc(S(=O)(=O)N2CCN(Cc3ccc4c(c3)OCO4)CC2)c2ccccc12,-5.8,-4.3,10.8,-2.7,-0.9,0.2,-0.4,-13.4,0.1
CC(NC(=O)Nc1ccccc1C(F)(F)F)C1CCCO1 (stereo unspecified),0.6,16.1,8.3,-4.0,-6.0,0.5,3.1,-15.8,0.5
COc1ccccc1NC(=S)N(CCN(C)C)C(C)c1ccncc1 (stereo unspecified),-2.2,11.8,18.9,-3.7,-13.0,-0.2,-1.2,2.4,0.4
CC(C)C[C@H]1CN([C@@H](CC(C)C)CN2CCC[C@H]2CN2C(=O)C(=O)NC[C@@H]2Cc2ccc(O)cc2)C(=O)C(=O)N1CC1CCCCC1,x,-1.6,9.8,x,-20.4,0.9,-1.0,x,x
CCc1nnc(NC(=O)CN2CCN(Cc3ccccc3C)CC2)s1,-7.4,-8.4,20.5,-8.7,-8.0,1.0,2.4,-12.3,0.9
CC(=O)Nc1ccc(S(=O)(=O)N2CCN(c3ccc([N+](=O)[O-])cc3)CC2)cc1,x,19.9,-20.2,0.1,14.1,4.9,4.5,x,x
CCOC(=O)C1=C(COC(=O)/C=C/c2ccc([N+](=O)[O-])cc2)NC(=O)NC1C (stereo unspecified),-6.2,14.5,2.9,3.2,-6.4,1.5,20.9,-11.2,2.9

# Look-ups from the entries so far.
# CHO-K1 Ca antag result of `O=C(CCN1C(=O)c2ccccc2C1=O)NCc1ccccc1` is entered as 3.7
# V1aR counter result of `CCc1nnc(NC(=O)CN2CCN(Cc3ccccc3C)CC2)s1` is entered as 0.9

# Continued.
SMILES,OXTR potentiate,TAAR1 antag,CHO-K1 Ca PAM,M1 ag,CHO-K1 Ca antag,CHO-K1 Ca ag,TAAR1 agonist,CHO parental Ca,V1aR counter
c1ccc(SCc2nc3ccccc3[nH]2)cc1,-4.1,-5.4,12.9,-1.4,-2.5,1.3,6.1,-13.0,-0.2
CNC(=O)COC(=O)c1cc(SC)ccc1Cl,-2.1,-6.5,1.1,-5.0,-12.2,0.3,2.6,5.3,-0.1
Cc1cccc(NC(=S)N2CCC(N(C)CC3CCCO3)CC2)c1 (stereo unspecified),-2.3,-9.7,25.5,-6.2,-19.5,0.7,3.9,1.0,0.5
CCC(=O)NC(O)C(=O)c1ccc(C)cc1 (stereo unspecified),-7.3,4.0,9.4,-1.5,1.3,0.7,10.2,-8.6,1.0
CCC(=O)Nc1sc(C(=O)Nc2ccccc2)c(C)c1C(=O)OC,-0.4,14.1,14.4,-7.1,-6.0,1.1,7.3,-20.1,0.1
c1ccc2c(c1)nc(NCC1CCCO1)c1nnnn12 (stereo unspecified),-0.8,-1.2,10.8,-2.3,3.8,0.5,2.1,-15.2,0.3
Cc1noc(C)c1S(=O)(=O)N1CCN(c2ccc(Cl)cc2)CC1,-5.2,-9.6,12.8,-4.0,-11.5,0.5,0.1,-8.2,-1.0
